Source: PubChem (Broad Institute)
DENV2 CPE – inhibitors of DENV2 cytopathic effect; DENV2-infected cells, cytopathic effect rescue, plate reader; CPE inhibition, % at 9.99 µM; 1.7% of 350,000 active; AID 651640; in the data active = CPE inhibition above about 20%, passing the limit was not always enough; inconclusive = no clear call, values can overlap the other calls; tested in BHK-21 cells;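 note: 0% = median of neutral control wells and 100% = median of positive control wells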
PAX8 inh HTS – inhibitors of PAX8 transcriptional activity in RMG-I cells | RMG-I TPO-luciferase reporter, SteadyGlo, 24 h | inhibition, % at 12.6 µM | 1.2% of 360,000 active | AID 652154;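 active = mean replicate inhibition at least 60% with every replicate also reaching 60%; inconclusive = only one of the two criteria is met; inactive = mean below 60% and not all replicates reaching 60%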;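 note: luciferase light reporting Pax8 driven TPO promoter activity; plate controls were median of neutral control wells for no effect and mitoxantrone controls for full effect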
SIRT5 inh – sirtuin-5 (human) deacylase inhibition. AID 652115. 1.1% of 330,000 active. Q9NXA8. Purified SirT5, succinyl-peptide AMC, trypsin-coupled fluorescence. inhibition, % at 15 µM; in the data active = inhibition above about 15%; inconclusive = no clear call, values can overlap the other calls
Target sequence (Q9NXA8 whole entry, looked up): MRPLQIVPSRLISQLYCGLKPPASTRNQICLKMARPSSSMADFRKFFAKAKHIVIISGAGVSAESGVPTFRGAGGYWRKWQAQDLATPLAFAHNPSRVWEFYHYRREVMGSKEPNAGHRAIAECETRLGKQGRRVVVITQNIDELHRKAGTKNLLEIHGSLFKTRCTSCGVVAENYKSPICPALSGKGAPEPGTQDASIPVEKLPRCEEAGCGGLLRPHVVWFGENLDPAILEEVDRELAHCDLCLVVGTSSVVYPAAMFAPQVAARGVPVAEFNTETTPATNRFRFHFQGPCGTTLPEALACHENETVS
ARNT-TACC3 inh – disrupts binding between human ARNT and TACC3; inhibition, % at 9.99 µM; Q9Y6A5; AlphaScreen His-ARNT PAS-B/GST-TACC3 binding, luminescence; TACC3 fragment carries E629A point mutation; 0.66% of 390,000 active;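 active = mean inhibition of replicates at least 50% and at least half of replicates each reaching 50%; inconclusive = half or more replicates reach 50% but mean below 50%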;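 note: 0% = complete ARNT plus TACC3 wells and 100% = ARNT alone without TACC3; many hits fall short of the cut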
LGR2 inh – inhibitors of bursicon-induced Drosophila LGR2 receptor cAMP signaling. inhibition, % at 9.99 µM. 0.35% of 380,000 active. AID 720647. HEK293 LGR2, CRE-luciferase, bursicon-stimulated, 4 h;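 active = drop in luminescence signal, shown as inhibition above about 50% in the replicate tests, limit read from the data, passing the limit was not always enough; inconclusive = probably only some replicates passing the limit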;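 note: agonist challenge used bursicon conditioned medium at about half maximal strength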
EWS-Fli inh – inhibitors of EWS/Fli oncoprotein transcriptional activity; A673 NR0B1-luciferase reporter, viability-normalised; inhibition, % at 12.6 µM; 0.67% of 350,000 active; AID 651661;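 active = mean inhibition of at least 50% after viability correction, with every replicate also passing that limit; inconclusive = mean reaches 50% but only one of two replicates passes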;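 note: firefly luciferase signal divided by Alamar Blue viability fluorescence both relative to DMSO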
Casp6 inh – blocks human caspase-6 cleavage activity; inhibition, % at 12.5 µM; 0.53% of 350,000 active; P55212; purified caspase-6, Z-VEID-R110 cleavage fluorescence;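 active = mean inhibition across replicates at least about 35%, with every replicate also reaching that limit, limit read from the data; inconclusive = only one of the two criteria met; inactive = neither criterion met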;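 note: 0% = median of neutral control wells and 100% = no fluorescence left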
Target sequence (P55212 24-179 limits assumed): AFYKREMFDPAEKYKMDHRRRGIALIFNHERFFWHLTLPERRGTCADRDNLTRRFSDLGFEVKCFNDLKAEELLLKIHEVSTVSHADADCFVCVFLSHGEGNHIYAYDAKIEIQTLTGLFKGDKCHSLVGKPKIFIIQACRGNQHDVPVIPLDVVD
Target sequence (P55212 194-293 limits assumed): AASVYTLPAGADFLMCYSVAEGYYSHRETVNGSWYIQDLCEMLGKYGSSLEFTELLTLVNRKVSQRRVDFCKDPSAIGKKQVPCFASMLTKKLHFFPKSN
Active calls of the source: *; ? = inconclusive; / = no result given.

SMILES	DENV2 CPE	PAX8 inh HTS	SIRT5 inh	ARNT-TACC3 inh	LGR2 inh	EWS-Fli inh	Casp6 inh
COc1cc(/C=C/C(=O)OCC(=O)NCCc2ccccc2)cc(OC)c1OC	0.8	2.6	-2.1	-11.1	/	-1.0	-1.3
CCN1CCN(C(C(=O)NC2CCCCC2)C2CC2)CC1 (centres undefined)	-13.8	6.2	-5.2	/	-7.5	-7.0	-1.4
CCCC(=O)Nc1ccc2c(c1)C(=O)N(C)C[C@H](OC)[C@@H](C)CN(C(=O)c1ccncc1)[C@H](C)CO2	8.2	3.4	-3.4	-8.1	0.3	11.8	-1.9
C[C@@H]1CN([C@@H](C)CO)C(=O)c2cc(N(C)C)ccc2O[C@@H]1CN(C)Cc1ccc(C(=O)Nc2ccccc2N)cc1	-4.4	45.6	/	/	/	82.0*	-0.5
Cc1noc(C)c1S(=O)(=O)Nc1ccc2c(c1)CC(=O)N([C@H](C)CO)C[C@@H](C)[C@@H](CN(C)Cc1ccccc1)O2	3.5	0.6	1.0	-2.0	-7.2	3.2	1.2
COc1ccc(Cn2nnc3c(=O)[nH]c(C(=O)NCCc4ccc(F)cc4)nc32)cc1OC	3.9	4.7	/	-0.7	-0.6	-3.0	3.6
COC(=O)Cc1c(C)c2ccc(OCC(=O)N3CCC(C)CC3)c(C)c2oc1=O	-4.4	18.7	-18.8	-2.5	6.3	15.2	2.9
COc1cccc(C#Cc2ccc([C@@H]3[C@@H](CO)N4C(=O)CN(C(C)=O)C[C@H]34)cc2)c1	3.7	/	1.4	/	10.0	/	0.2
CNC(=O)C[C@H]1CC[C@@H]2[C@H](COc3ccc(NC(=O)Nc4cccc(Cl)c4)cc3C(=O)N2C)O1	4.0	-7.6	-2.2	19.5	1.9	-12.7	-1.1
Cn1c(=O)c2c(nc(Sc3ncnn3CC(=O)N3CCOCC3)n2C)n(C)c1=O	13.9	13.3	-3.4	1.6	11.8	4.5	-1.1
COCc1[nH]c(=S)c(C#N)cc1C(=O)OC	?	-10.4	1.7	2.3	1.7	12.8	13.6
CC(C)NC(=O)CSc1ccccc1C(=O)NNC(=O)Cn1ccc(C(F)(F)F)n1	?	7.1	5.6	21.4	8.2	-0.7	0.0
CCNC(=O)C[C@@H]1CC[C@H]2[C@@H](COC[C@H](O)CN2C(=O)c2cc(Cl)cc(Cl)c2)O1	1.8	/	/	9.9	-4.7	/	/
C[C@@H]1CN([C@H](C)CO)S(=O)(=O)c2ccc(C#Cc3cccnc3)cc2O[C@H]1CN(C)C	1.5	/	2.9	4.8	-2.8	-6.9	-3.1
Cc1cccc(NC(=O)CSc2nc(=O)n(CCCN3CCOCC3)c3c2CCCC3)c1C	-4.1	22.2	/	/	-2.8	-4.9	-3.7
O=C1[C@@H](c2ccccc2)CC[C@@H]2C=CC[C@H]3CCN1[C@@H]32	-2.6	2.2	-5.5	/	-19.3	5.1	-0.7
C/C=C/c1ccccc1[C@H]1[C@@H](CO)N(C(=O)Nc2ccccc2)[C@H]1C#N	1.4	-1.7	-1.6	/	-8.2	15.0	2.2
NC(=O)NCC#Cc1ccc2c(c1)[C@]1(C(=O)N2)[C@H](c2ccccc2OCCO)N2[C@H](c3ccccc3)[C@H](c3ccccc3)OC(=O)[C@H]2[C@@H]1C(=O)N1CCN(c2ncccn2)CC1	11.2	-4.4	21.4*	/	/	-1.9	2.5
COc1ccc(Cl)cc1Nc1nc(-c2sc(NC(=O)C(C)(C)C)nc2C)cs1	/	13.1	/	-17.1	12.0	1.1	2.3
N#Cc1c(N)n(-c2ccccc2)c(=O)c2cc([N+](=O)[O-])ccc12	-4.6	-8.1	-0.3	-20.6	10.7	5.1	0.0
N#C/C(=C(/O)CSc1ncn[nH]1)c1nc2ccccc2[nH]1	-0.5	37.3	-2.7	16.1	10.1	8.1	5.8
Clc1cccc(C[n+]2cc(-c3ccccc3)n3c2CCC3)c1	/	22.2	/	-2.7	-13.8	/	/
O=C(COC(=O)Cc1ccc(Cl)c(Cl)c1)NCc1ccco1	?	2.2	5.1	2.0	14.9	0.2	6.5
CC(=O)Nc1nc2[nH]ccc2c(=O)[nH]1	-7.4	-8.6	-2.6	/	-6.1	-34.7	1.3
Cc1ccc(NC(=S)NC(=O)c2cccs2)cc1F	-0.1	-204.4	-2.4	-1.2	-92.3	-49.3	-2.9
N#Cc1cc2c(cc1NC(=O)CCn1cnnn1)OCO2	4.2	-14.9	-2.4	1.9	-7.8	-0.4	1.1
O=C(N/N=C/c1ccc(OCc2cnc(Cl)s2)cc1)c1ccncc1	/	-15.2	0.8	-10.4	-30.2	-8.6	-0.5
O=C1Nc2ccc(Cl)cc2C12OCCCO2	-9.2	1.9	0.4	-13.2	6.0	-5.1	2.2
Cc1ccc(-c2nnn(CC(=O)N(c3cccc(F)c3)C(C(=O)NC3CCCC3)c3ccco3)n2)o1 (centres undefined)	-17.7	/	2.6	-12.9	-5.3	21.4	0.1
C[C@@H]1CN([C@H](C)CO)S(=O)(=O)c2ccc(Br)cc2O[C@H]1CN(C)Cc1ccccn1	-3.3	/	-1.1	-5.0	10.7	-8.2	1.2
CC(=O)N1CCc2cc(S(=O)(=O)CCC(=O)Nc3ccc(Cl)cc3F)ccc21	2.5	-7.8	-6.3	-3.4	-2.7	0.4	4.4
CC1(c2ccccc2)NC(=O)N(CC#N)C1=O (centres undefined)	1.6	8.3	-0.4	3.0	-6.7	1.9	/
O=C1c2ccccc2NC2CCCCC12 (centres undefined)	-2.0	/	2.2	-11.4	-11.1	8.8	1.8
NC(=O)CNC(=O)[C@@H]1CC2(CC(c3ccccc3)=NO2)CN1C(=O)c1ccc(Br)cc1 (some centres undefined)	2.9	-4.1	0.4	-0.8	-2.3	2.5	1.6
Cc1cc2c(cc1S(=O)(=O)N1CCOCC1)NC(=O)CO2	3.9	4.0	/	-11.9	-1.7	-0.6	3.0
Cc1ccc(OCCn2cncn2)c([N+](=O)[O-])c1	-2.2	-2.9	/	-1.6	-9.7	6.5	-3.1
COc1ccc(C(O)c2ncc(-c3ccccc3)[nH]2)cc1F (centres undefined)	3.1	8.2	-3.8	/	-18.0	-4.1	1.6
c1ccc(CNc2nc3ccccc3n2CCN2CCOCC2)nc1	/	/	0.7	6.1	5.3	-54.9	-1.4
CCC(C)NC(=O)c1ccc(C)c(NC(=O)C2=C(C)OCCS2)c1 (centres undefined)	-3.0	-10.9	-2.8	-8.2	10.5	-8.4	-0.8
O=C(CSc1nnc(-c2n[nH]c3ccccc23)n1-c1ccccc1)Nc1ccccc1Cl	/	18.8	/	1.5	16.1	/	/
CO[C@@H]1CN(C)C(=O)c2cc(NS(C)(=O)=O)ccc2OC[C@H](C)NC[C@H]1C	18.2	11.5	-5.7	-0.6	15.0	-7.2	-0.6
CCCN(CCC)Cc1c(C(=O)N/N=C/c2cccs2)nnn1-c1nonc1N	3.5	10.1	-0.9	3.0	-7.0	5.2	-7.5
O=C1C=C(c2ccccc2)OC(=O)C1C(=O)c1ccccc1 (centres undefined)	4.2	/	1.1	8.9	3.2	-2.6	/
C[C@@H]1CN([C@@H](C)CO)C(=O)c2cc(C#Cc3ccccc3F)cnc2O[C@@H]1CN(C)S(=O)(=O)c1ccccc1F	9.8	/	-3.2	-4.4	3.1	-4.5	2.1
COc1ccc(CNC(=O)C[C@@H]2C[C@@H]3c4cc(NC(=O)C5CCC5)ccc4O[C@@H]3[C@@H](CO)O2)cc1	4.5	-22.8	/	-10.7	-4.6	0.6	-5.7
Cc1cc(C)c2nc(N(CCCN(C)C)C(=O)c3ccc4c(c3)OCCO4)sc2c1	2.5	17.6	0.1	16.8	9.1	17.0	-18.2
O=C(O)c1ccccc1OC(=O)C12CC3CC(CC(C3)C1)C2	3.4	14.8	0.0	-6.6	-10.6	-0.9	3.2
COc1ccc(-c2c(O)c(C#N)c(-c3ccccc3)n(-c3ccc(OC)cc3)c2=O)cc1	/	1.6	/	-2.0	16.0	/	/
CC1CN(C(=O)CCC(=O)N2CCCCC2)c2cc(Cl)ccc2O1 (centres undefined)	9.3	-5.8	-4.9	-3.1	2.8	/	-1.4
COCC#Cc1cnc2c(c1)C(=O)N([C@@H](C)CO)C[C@H](C)[C@H](CN(C)C(=O)CCN1CCCCC1)O2	-9.7	/	-0.8	25.6	1.9	-0.6	-1.3
Going on with the list:
SMILES	DENV2 CPE	PAX8 inh HTS	SIRT5 inh	ARNT-TACC3 inh	LGR2 inh	EWS-Fli inh	Casp6 inh
COc1ccccc1CNC(=O)C(=O)NCC1OCCN1C(=O)c1ccc(Cl)cc1 (centres undefined)	3.5	-0.3	-1.7	-5.4	-7.8	8.4	3.3
O=C(C[C@@H]1CC[C@@H]2[C@H](COC[C@@H](O)CN2C(=O)c2ccccc2F)O1)NCc1ccccc1	-8.7	-8.0	-1.9	-8.8	-13.9	-4.9	-2.2
C[C@@H]1CN([C@@H](C)CO)C(=O)c2cc(NC(=O)NC3CCCCC3)ccc2O[C@H]1CN(C)Cc1ccc2c(c1)OCO2	8.5	9.7	2.6	0.2	33.4	8.9	-1.4
COc1ccc(C(=O)OCc2nc(N)nc(Nc3ccccc3C)n2)cc1OC	5.1	-15.3	-1.4	7.7	11.1	3.5	2.3
CNC[C@@H]1Oc2ccc(NC(=O)Cc3ccccc3)cc2CC(=O)N([C@H](C)CO)C[C@H]1C	-2.1	-2.0	4.5	2.5	7.9	-0.9	0.7
Cc1c(C(=O)N2CCCC(C(F)(F)F)C2)oc2ccccc12 (centres undefined)	-6.6	-45.3	1.2	/	-2.0	-25.9	1.3
CCOC(=O)c1ccccc1NC(=O)CSc1ccc(-c2cccnc2)nn1	2.5	10.6	2.0	-0.9	0.6	-4.8	-4.2
C[C@H](NC(=O)[C@H]1[C@H](CO)[C@H]2Cn3c(ccc(/C=C/c4ccccc4)c3=O)[C@@H]1N2)c1ccccc1	-2.2	9.7	-108.1	-3.2	-11.3	0.4	6.0
CN(CC(=O)Nc1n[nH]c(=S)s1)S(=O)(=O)c1cccc2cccnc12	9.2	0.8	-1.6	39.5	-1.8	5.2	-3.6
COc1cccc(S(=O)(=O)Nc2ccc3c(c2)[C@H]2C[C@H](CC(=O)N4CCCCC4)O[C@@H](CO)[C@H]2O3)c1	-3.4	-20.9	-3.2	0.8	-19.3	-5.4	1.9

Whole records, quoted from the list:
Listed for CCOC(=O)c1ccccc1NC(=O)CSc1ccc(-c2cccnc2)nn1 → DENV2 CPE = 2.5; PAX8 inh HTS = 10.6; SIRT5 inh = 2.0; ARNT-TACC3 inh = -0.9; LGR2 inh = 0.6; EWS-Fli inh = -4.8; Casp6 inh = -4.2
Listed for COc1cccc(S(=O)(=O)Nc2ccc3c(c2)[C@H]2C[C@H](CC(=O)N4CCCCC4)O[C@@H](CO)[C@H]2O3)c1 → DENV2 CPE = -3.4; PAX8 inh HTS = -20.9; SIRT5 inh = -3.2; ARNT-TACC3 inh = 0.8; LGR2 inh = -19.3; EWS-Fli inh = -5.4; Casp6 inh = 1.9

Additional entries follow:
SMILES	DENV2 CPE	PAX8 inh HTS	SIRT5 inh	ARNT-TACC3 inh	LGR2 inh	EWS-Fli inh	Casp6 inh
COc1cccc(NC(=O)CN(C)C(=O)c2ccc(COc3ccccc3)o2)c1	-5.1	-0.3	-6.3	-4.7	-13.6	-3.4	2.1
C[C@H](CO)N1C[C@H](C)[C@H](CN(C)S(=O)(=O)c2ccccc2)Oc2ccc(NC(=O)Cc3ccccc3)cc2CC1=O	-8.6	6.9	13.2	-2.5	-3.2	-0.3	1.0
Cc1ccc(C(=O)Nc2ccnc(-c3ccncc3)n2)cc1	3.8	3.2	-5.5	2.1	5.9	-2.2	-1.7
Cc1cccc(NC(=S)NC2CCCC2)n1	?	0.9	-2.5	1.0	11.2	-2.6	-3.6
COc1ccc(N2CCN(C(=O)c3cc(-c4cc(OC)ccc4OC)nc4ccccc34)CC2)cc1	0.3	16.6	-3.6	6.4	-2.9	/	-0.7
NCCCCCNC(=O)[C@@H]1C[C@@H]2C(=O)N[C@@H](Cc3ccccc3)C(=O)N2[C@@H]1c1ccc(O)cc1	5.2	-20.7	-1.7	-1.1	/	-4.8	-10.2
CC(C)C1Cc2c(sc(NC(=S)NC(=O)c3ccccc3)c2C#N)CO1 (centres undefined)	-3.4	-1.4	0.0	-1.2	-0.4	-8.5	2.7
